KCNH2 3.1 inh: qHTS for Inhibitors of KCHN2 3.1: Mutant qHTS; U2OS KCNH2 3.1, thallium flux FluxOr; stronger effect = lower value; 0.95% of 340,000 active; Potassium voltage-gated channel subfamily H member 2, brain isoform KCNH2 3.1 (human); activity change, % (tested at about 1.8 µM);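 active means maximum activity change below -70%; inconclusive means maximum activity change from -70% to -50%; inactive means maximum activity change above -50%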;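 further: thallium influx rate constant from kinetic fluorescence after stimulation buffer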
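Thallium flux via FluxOr fluorescence (Red40 quencher, 45 min loading) in U2OS cells virally expressing the KCNH2 3.1 isoform (1.77 x 10^8 /mL virus, overnight at 37 C). Rate constants from 2-min kinetic reads post-stimulation, normalised to positive and negative controls.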
B2AR arrestin: qHTS assay of beta-arrestin-biased ligands of beta2-adrenergic receptor; 0.02% of 330,000 active; Potency, µM (highest dose often 46.1 µM), for inactives: top-dose activation, usual class: activators; beta-arrestin recruitment to beta2AR, cell-based reporter; Beta-2 adrenergic receptor (Homo sapiens), P07550;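 further: potency means the concentration at half of the fitted maximal effect; 0% = DMSO controls and full agonism = EC100 isoproterenol or metaproterenol; nearly all actives have a fitted effect of over 65% in size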
Target sequence (P07550 whole entry, looked up): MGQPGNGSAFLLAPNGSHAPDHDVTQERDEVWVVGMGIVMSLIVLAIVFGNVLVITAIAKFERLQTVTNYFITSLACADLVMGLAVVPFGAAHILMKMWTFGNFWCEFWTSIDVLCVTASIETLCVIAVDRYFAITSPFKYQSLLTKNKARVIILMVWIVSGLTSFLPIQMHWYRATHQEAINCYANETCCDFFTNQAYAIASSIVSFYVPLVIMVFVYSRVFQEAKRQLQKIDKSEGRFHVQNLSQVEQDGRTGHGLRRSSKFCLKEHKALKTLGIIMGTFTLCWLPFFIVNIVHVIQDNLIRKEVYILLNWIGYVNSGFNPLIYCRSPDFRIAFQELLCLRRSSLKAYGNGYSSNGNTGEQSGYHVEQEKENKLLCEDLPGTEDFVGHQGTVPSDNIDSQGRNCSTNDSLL
Coupling enz: qHTS Assay for Inhibitors of Fructose-1,6-bisphosphate Aldolase from Giardia Lamblia: Coupling assay counterscreen | 0.67% of 290,000 active | activity change, negative = inhibition, % at 58.2 µM, hits read low | coupling enzyme system counterscreen, AmpLite Red fluorescence; in the data active means activity change below about -30%
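Compounds tested against the coupling enzymes alone at 57.5 uM final; readout was AmpLite Red fluorescence (525/598 nm) after 20 min at RT.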
GALK inhibitor: qHTS Assay for Inhibitors of Human Galactokinase (GALK). P51570. Potency, µM (series often up to 57.5 µM), without a hit: at the top dose activity change, negative = inhibition, usual class: inhibitors. Purified GALK, Kinase-Glo residual ATP luminescence. 0.007% of 270,000 active; further: potency means the concentration at half of the fitted maximal effect
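Kinase-Glo Plus luminescence measured ATP left after a 1 h room-temperature reaction. The reaction used 5 nM GALK, 100 uM galactose and 35 uM ATP at pH 8.0 (20 mM HEPES, 5 mM MgCl2, 60 mM NaCl, 1 mM DTT, 0.01% BSA).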
uPA generation: qHTS for Inhibitors of Cell Surface uPA Generation; cell surface uPA generation assay, qHTS; Potency, µM (titrated, usually from 38.3 µM), for the others: at the highest dose activity change, negative = inhibition, usual class: inhibitors; 0.31% of 330,000 active; AID 540303, 2011; active means well fitted inhibition curve with a large enough effect; inconclusive means small, poorly fitted or top-dose-only effect; inactive means no such curve, though single readings can be large or run the other way; tested in mouse RAW 264.7 cells; further: potency means the concentration at half of the fitted maximal effect; nearly all actives have a fitted effect of over 55% in size
PKM2 act: qHTS Assay for Activators of Human Muscle isoform 2 Pyruvate Kinase | 0.34% of 260,000 active | Pyruvate kinase PKM (Homo sapiens), P14618 | Potency, µM (series often up to 57.5 µM), for the others: at the highest dose activation, most hits filed as activators | purified PKM2, Kinase-Glo ATP luminescence, activation; response scale: 0% is enzyme alone, no compound; further: potency means the concentration at half of the fitted maximal effect; nearly all actives have a fitted effect of over 55% in size
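ATP formation by purified human PK-M2, quantified via coupled luciferase luminescence after 1 h at room temperature with 0.1 mM ADP and 0.5 mM PEP final.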
USP2a block: qHTS Assay for Inhibitors of Ubiquitin-specific Protease USP2a Using CHOP2 as the Reporter. AID 463254, 2010. USP2 core, Ub-CHOP2 coupled fluorogenic reporter, 485/531. Potency, µM (top dose mostly 38.3 µM), without a hit: top-dose activity change, negative = inhibition, most hits filed as inhibitors. 0.01% of 330,000 active;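 further: potency means the concentration at half of the fitted maximal effect; plate controls were DMSO wells for no effect and full inhibition by NEM control for full effect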
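Deubiquitinase activity read as fluorescence (485/531 nm) after Ub-CHOP2 cleavage activates the enterokinase reporter on its substrate; USP2 core 10nM, Ub-CHOP2 and substrate 25nM each, 30min compound preincubation then 60min RT; data normalized to NEM, curves fitted.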
Eya2 inh: qHTS Assay for Inhibitors of the Phosphatase Activity of Eya2; Protein phosphatase EYA2 (Homo sapiens), O00167; recombinant Eya2, OMFP fluorescence dephosphorylation (OMFP is methylfluorescein phosphate); Potency, µM (titrated, usually from 76.9 µM), inactives show top-dose activity, negative = inhibition, actives largely listed as inhibitors; 0.006% of 330,000 active; AID 488837, 2010; further: potency means the concentration at half of the fitted maximal effect
Target sequence (O00167 whole entry, looked up): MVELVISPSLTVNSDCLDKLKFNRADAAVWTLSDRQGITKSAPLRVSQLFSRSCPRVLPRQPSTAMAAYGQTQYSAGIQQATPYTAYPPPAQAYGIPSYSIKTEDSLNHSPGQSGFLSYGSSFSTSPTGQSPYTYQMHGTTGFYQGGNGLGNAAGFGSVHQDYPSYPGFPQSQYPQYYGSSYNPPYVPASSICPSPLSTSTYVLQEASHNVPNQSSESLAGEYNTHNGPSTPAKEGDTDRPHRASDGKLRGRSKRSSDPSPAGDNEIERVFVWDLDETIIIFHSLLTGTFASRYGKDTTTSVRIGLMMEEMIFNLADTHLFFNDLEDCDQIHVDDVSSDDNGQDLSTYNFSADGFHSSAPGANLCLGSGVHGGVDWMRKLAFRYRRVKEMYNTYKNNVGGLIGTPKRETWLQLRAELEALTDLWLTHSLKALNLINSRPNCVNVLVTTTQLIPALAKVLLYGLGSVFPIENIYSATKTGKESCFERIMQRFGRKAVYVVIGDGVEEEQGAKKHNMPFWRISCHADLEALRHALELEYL
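Eya2 protein (added as 0.2 uM solution) was preincubated with compound for 10 min at ambient temperature in 50 mM HEPES pH 7.5, 50 mM NaCl, 5 uM MgCl2, 0.05% BSA, 1 mM DTT. OMFP (added at 50 uM) then reacted 10 min; fluorescence read at 485/525 nm.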
hERG WT inh: qHTS for Inhibitors of KCHN2 3.1: Wildtype qHTS. 0.37% of 340,000 active. activity change, % at 1.84 µM. Voltage-gated inwardly rectifying potassium channel KCNH2 (Homo sapiens), Q12809. U2OS, BacMam KCNH2, thallium flux FluxOr; stronger effect = lower value;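 active means maximum activity change below -70%; inconclusive means maximum activity change between -70% and -50%; inactive means maximum activity change above -50%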
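U2OS cells were transduced with wild-type KCNH2 virus (2.03 x 10^8 / mL) for 4 h at room temperature, then cultured overnight at 37 C. Thallium flux was read with FluxOr dye. Rate constants were normalized to DMSO controls.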
Chronic BCR inh: qHTS Assay to Find Inhibitors of Chronic Active B-Cell Receptor Signaling | AID 493014, 2011 | Potency, µM (series often up to 46.1 µM), for inactives: top-dose ratio change, negative = lower green/red ratio, hits mostly inhibitors | 0.05% of 340,000 active | ABC-DLBCL IkBa-CBG/CBR reporter, luminescence ratio, 4 h; active means well fitted inhibition curve with a large enough effect in the signal ratio, with a control signal flat, not every such curve was filed as active; inconclusive means small, poorly fitted or top-dose-only effect, or effect the other way, or a change in a side signal; the % refers to the signal ratio;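 further: potency means the concentration at half of the fitted maximal effect; plate controls were basal doxycycline-induced cells for no effect and cells given 10 µM MG132 for full effect; MG132 reads +100%, hits lower the ratio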
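Compounds up to 46 uM were incubated four hours with TMD8 cells whose green CBG68 luciferase is fused to IkappaBalpha; red CBR luminescence normalised the signal, and concentration-effect curves were fitted to fusion, red and ratio data.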
Giardia killer: Small Molecules that selectively kill Giardia lamblia: qHTS; Giardia lamblia trophozoite viability; activity change, % at 7.66 µM, hits read low; 0.15% of 340,000 active; AID 540267, 2011; in the data active means activity change below about -80%; inconclusive means between about -30% and that limit;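 further: parasites exposed to compound for two days anaerobically before the ATP read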
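Trophozoites 100 cells/well + cpd; 48 hrs, 37 deg C, anaerobic. ATPLite 1-Step added, 15-30 min RT, luminescence read (ATP-based viability).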
Starred values were filed as active, the others as inactive; ? = inconclusive; / = no result given; & = joins results of further samples; [ ] = remark or other dose. Unless noted, the call rests on the fitted dose curve; in most records, active means well fitted curve in the direction sought with a large enough effect; inconclusive means small, poorly fitted or top-dose-only effect, or another doubt; inactive means no such curve, though single readings can be large; an effect the other way counts as inactive or inconclusive. Unless noted, on the % scale 0 is the no-effect control and ±100 the full control effect.

entry	structure	Chronic BCR inh	B2AR arrestin	hERG WT inh	Coupling enz	Eya2 inh	Giardia killer	USP2a block	PKM2 act	GALK inhibitor	KCNH2 3.1 inh	uPA generation
1	COc1ccccc1CCNC(=O)C(=O)NCC1OCCN1S(=O)(=O)c1ccc(F)cc1 (stereo not given)	0.2%	0.0%	-17.6	-0.4	-0.7%	-20.1	-0.2%	4.6%[0.46 µM]	6.9%	1.2	4.2%
2	CC(=O)OCCNc1cc(SCc2ccco2)c2nonc2c1[N+](=O)[O-]	?	2.7%	6.4	-10.4	-0.3%	9.8	0.9%	?	-0.4%	16.7	-9.2%
3	FC(F)(F)c1nnc2c(Sc3ccccc3)nc3ccccc3n12	?	-0.2%	-5.8	3.4	6.4%	-1.5	1.0%	-14.1%	0.7%	-15.6	-5.3%
4	COc1ccccc1Oc1c(C)oc2c(CN3CCOCC3)c(O)ccc2c1=O	2.9%	-0.5%	1.7	1.7	1.3%	-2.1	1.3%	3.2%	-3.0%	1.0	3.1%
5	CCOC(=O)c1sc(NC(=O)c2ccc(S(=O)(=O)N(C)C)cc2)cc1C	?	2.9%	4.2	-4.6	-6.0%	3.5	-8.2%	-16.8%	-0.2%	5.4	-11.8%
6	Cc1cccc(C)c1-n1c(C)cc(/C=C2\NC(=O)NC2=O)c1C	?	0.2%	5.3	2.7	-9.5%	13.0	0.8%	1.0%	-1.2%	7.4	/
7	Cc1nc2ccc(NS(=O)(=O)c3ccc(Br)cc3)cc2s1	-13.8%	-0.3%	-1.3	/	2.8%	5.8	-0.2%	/	/	-20.2	-17.0%
8	Cc1nn(C)c(C(=O)N2CCc3ccccc32)c1Cl	4.7%	-0.7%	13.3	1.3	-7.2%	-4.9	0.4%	-13.0%	-1.4%	6.9	0.8%
9	CC(C)NC(=O)C(=O)NCCN1CCN(S(=O)(=O)c2ccc(Cl)cc2)CC1	9.0%	0.3%	-5.3	1.7	7.7%	-4.4	0.8%	1.3%	-0.6%	6.7	-15.4%
10	CC(C(=O)N(C)c1ccccc1)N1CCN(C(=O)c2ccccc2)CC1 (stereo not given)	2.8%	0.3%	-5.3	2.7	?	-6.4	-0.5%	/	3.3%	-4.2	0.7%
11	C=CCN([C@@H](CC(C)C)C(=O)OC)S(=O)(=O)N(CC=C)[C@@H](CC(C)C)C(=O)OC	5.5%	0.0%	-9.8	/	-20.8%	-9.7	0.2%	/	/	-8.5	-7.0%
12	CCCc1cc(=O)oc2cc(OCC(=O)N3CCc4ccccc43)ccc12	1.9%	-0.4%	9.9	/	12.7%	-10.6	4.6%	-1.8%	-5.7%	-0.1	3.5%
13	COC(=O)c1cc(Br)c(=O)n(Cc2ccncc2)c1	-8.2%	-0.5%	-0.3	3.9	13.7%	-12.6	0.3%	-3.5%	1.3%	9.6	3.2%
14	COCC(=O)N/N=C/c1ccc(Sc2nc3ccccc3s2)o1	-0.1%	0.6%	5.0	/	-7.8%	-1.0	0.5%	-1.0%	1.3%	7.7	-3.1%
15	COc1cccc(NC(=O)CN(C)C(C)C(=O)Nc2ccc(S(=O)(=O)N3CCOCC3)cc2)c1 (stereo not given)	-4.7%	-0.2%	-1.3	1.3	-4.1%	5.7	6.6%	?	0.8%	17.1	-0.4%
16	C=CCOc1cccc(C2/C(=C(/O)c3ccc(F)cc3)C(=O)C(=O)N2CCN2CCOCC2)c1 (stereo not given)	-17.7%	0.2%	11.0	5.1	-17.6%	2.0	1.4%	-0.6%	0.8%	2.6	4.8%
17	CN(C)C(/C=C/Nc1ccc([N+](=O)[O-])cc1)=C(C#N)C#N	0.2%	0.4%	7.9	1.1	6.5%	-1.1	-0.2%	-15.2%	7.9%	-4.8	1.5%
18	COC(=O)c1ccc(NC(=O)CCN2CCCCC2)cc1	2.4%&-0.4%	0.4%&0.0%	8.4&-12.9	-0.9&-1.4	-6.8%&12.7%	10.8&-2.9	-0.8%&-0.4%	0.1%&-0.1%	4.9%&-2.6%	13.9&1.8	-3.2%&-7.1%
19	Nc1cc[n+](CC(=O)c2ccccc2)cc1	-0.4%	-0.8%	-5.3	-0.2	-3.5%	-21.8	0.2%	-8.4%	2.7%	9.2	-2.4%
20	CC(C)(C)C(=O)[C@@H]1[C@@H]2C(=O)N(c3ccc4c(c3)OCCO4)C(=O)[C@@H]2C2c3ccccc3C=CN21 (stereo not given in full)	?	0.4%	-1.6	-30.1*	12.6%	3.0	3.0%	?	-3.9%	8.6	3.4%
21	COc1ccc([C@H]2CC(=O)C=C(c3ccc(CNC(=O)OC(C)(C)C)cc3)C2)cc1	8.1%	-0.6%	1.0	/	-5.1%	-9.1	-0.9%	/	/	4.0	?
22	Cc1ccc(S(=O)(=O)N2CCN(c3cnn(-c4ccccc4)c(=O)c3Cl)CC2)cc1	2.8%	0.2%	2.1	0.7	-4.1%	-6.2	-0.5%	1.5%	2.2%	4.2	16.8%
23	NNc1nc(-c2ccccc2Cl)c2cc(Br)ccc2n1	-2.4%	-2.0%	-5.9	-0.2	4.7%	?	-9.0%	12.4%	1.9%	9.3	-12.1%
24	COc1ccc(CNC(=O)N2CCN(c3ccccc3OC)CC2)cc1	1.0%	-0.9%	-3.3	1.7	12.9%	-21.0	-0.3%	1.3%	-2.5%	2.1	-5.2%
25	CCc1ccc(C(=O)CSc2nc3ccccc3c(=O)[nH]2)cc1	12.1%	-1.2%	5.2	2.9	-5.3%	8.9	-0.6%	-8.5%	4.4%	-14.1	3.8%
26	C=CCC[C@@H](Cc1ccc(F)cc1)C(=O)OC[C@@H](Cc1ccccc1)NC(=O)[C@H](CC=C)CC(=O)NCCO	?	-0.1%	-1.1	/	-20.6%	-18.1	-14.6%	/	/	-6.3	-6.6%
27	CCC(C)N1C(=O)S/C(=C/c2ccc3c(c2)n(C)c(=O)n3C)C1=O (stereo not given)	?	-0.1%	5.4	-1.4	-1.9%	26.3	4.1%	0.6%	-0.9%	22.9	1.1%
28	COC(=O)C(C)n1cnc2c(nnn2Cc2ccc(Cl)cc2)c1=O (stereo not given)	11.9%	0.2%	5.7	4.9	10.8%	-8.4	-8.3%	-0.1%	-1.3%	-1.6	-1.0%
29	CC(Oc1cc2oc(=O)c3c(c2cc1Cl)CCCC3)C(=O)NCc1cccnc1 (stereo not given)	6.4%	0.5%	3.5	2.9	8.4%	7.4	2.0%	1.4%	9.7%	8.7	-2.0%
30	O=C(NCCCN1CCCC1)c1cc2c(Cl)nc3ccccc3c2s1	?	-0.4%	16.3	-0.1	-8.3%	-7.0	-0.6%	-1.8%	3.6%	/	-9.2%
31	CC1(C)Cc2cccc(OCC(=O)NCc3ccc(F)cc3)c2O1	-1.2%	3.8%	0.7	/	-1.6%	6.8	-0.2%	/	/	8.4	-2.0%
32	C/C(=N/NC(=O)CN1CCN(S(=O)(=O)c2ccc(Br)cc2)CC1)c1cccnc1	-6.0%	-1.9%	0.2	0.2	-0.5%	-0.1	3.1%	8.3%	0.9%	?	0.4%
33	CSCCC(C(=O)OCC(=O)c1ccc(C)c(C)c1)N1C(=O)c2ccccc2C1=O (stereo not given)	-1.1%	-0.3%	-0.6	0.7	-2.5%	11.8	1.8%	3.2%	0.1%	-7.5	-4.0%
34	COc1ccc(NC(=S)N/N=C2/CCCc3c(C)cc(C)cc32)cc1	-1.2%	0.4%	-3.1	2.0	15.4%	7.0	0.0%	-2.3%	6.8%	6.8	5.5%
35	COc1cc(C(=O)NC(=S)Nc2ccccc2N2CCOCC2)cc(OC)c1OC	?	0.0%	2.2	/	-11.8%	21.5	-4.8%	4.5%	6.0%	-1.4	26.9%
36	O=C(OCC(=O)c1c[nH]c2ccccc12)c1cncc(Br)c1	-5.9%	-0.3%	-7.6	/	7.2%	-4.4	7.6%	/	/	15.6	8.1%
37	COc1ccc(N(C)S(=O)(=O)c2cccc(C(=O)Nc3ccc(OC)nc3)c2)cc1	1.7%	-0.6%	/	0.9	-0.8%	/	3.1%	-2.4%	-1.7%	/	/
38	Nc1nonc1-n1nnc(C(=O)N/N=C/c2cccc(Cl)c2)c1-c1ccc2c(c1)OCO2	-2.2%	1.0%	-2.0	/	2.0%	10.9	-0.1%	/	-3.0%	11.4	1.9%
39	COc1c(C)cc(NC(=O)c2ccc3c(c2)NC(=O)CO3)cc1C	0.3%	-0.1%	-7.0	-16.5	-0.7%	1.5	-1.0%	0.5%	-1.6%	-9.1	-0.4%
